# rTrxR1 inhibitor = qHTS Assay for Inhibitors of Mammalian Selenoprotein Thioredoxin Reductase 1 (TrxR1): qHTS; AID 588453, 2011; hit rate 1% among 390,000; recombinant rTrxR1, NADPH fluorescence consumption, selenite substrate; Thioredoxin reductase 1, cytoplasmic (Rattus norvegicus), O89049; Potency, µM (top dose mostly 114 µM), for inactives: at the highest dose activity change, negative = inhibition, hits mostly inhibitors; note: potency is the fitted concentration of half-maximal effect; % is set by controls: 0 for no effect and ±100 for the full control effect; nearly all actives have a fitted effect of over 65% in size
#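 Rat TrxR1 (90 nM in the dispensed reagent) was pre-reduced with 400 uM NADPH for 5 min at room temperature, then incubated with compound for 15 min. After 400 uM selenite was added, NADPH fluorescence (Ex 340/Em 450 nm) was followed for 8 min.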
# RGS4 inhibitor = Inhibitors of Regulator of G Protein Signaling (RGS) 4: qHTS; Regulator of G-protein signaling 4 (Homo sapiens), P49798; Transcreener GDP fluorescence polarization, RGS4-accelerated GTP hydrolysis; Potency, µM (titrated, usually from 114 µM), for the others: top-dose activity change, negative = inhibition, usual class: inhibitors; hit rate 0.039% among 390,000; note: potency is the fitted concentration of half-maximal effect; % is set by controls: 0 for no effect and ±100 for the full control effect; nearly all actives have a fitted effect of over 75% in size; some results filed as inactive show a strong effect at the top dose
# Target sequence (P49798 whole entry, looked up): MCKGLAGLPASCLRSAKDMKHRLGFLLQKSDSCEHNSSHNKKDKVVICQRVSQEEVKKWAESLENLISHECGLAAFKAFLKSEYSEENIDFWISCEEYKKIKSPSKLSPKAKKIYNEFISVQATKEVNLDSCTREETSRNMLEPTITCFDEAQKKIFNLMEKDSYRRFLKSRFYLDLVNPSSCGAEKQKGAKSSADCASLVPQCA
#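 MLSMR compounds (23 nl, pin-transferred) preincubated 10 min at room temperature with a 500nM (2x) first reagent, then RGS4 at 900nM (2x) plus Transcreener GDP mix added; fluorescence polarization (620/688 nm) read before and after 90 min at 30 °C.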
# LDHA block = qHTS assay for inhibitors of human lactate dehydrogenase; L-lactate dehydrogenase A chain (Homo sapiens), P00338; purified LDHA, NADH/diaphorase-resazurin fluorescence; stronger effect = lower value; activity change, % (values are at about 110 or 230 µM); hit rate 0.15% among 480,000; AID 1347041, 2019; in the data active = activity change below about -30%; inconclusive = mostly about -25% to -30%;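 note: plate controls were DMSO wells for no effect and wells without enzyme for full effect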
#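 Remaining NADH was detected by diaphorase (0.133 mg/mL) converting 37 µM resazurin to fluorescent resorufin, read at 0 and 20 minutes. The preceding 5-minute room-temperature reaction used 2 nM LDHA, 0.2 mM sodium pyruvate and 0.06 mM NADH at pH 7.4.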
# GRP78 ERSR act = qHTS for Inducers of the Endoplasmic Reticulum Stress Response (ERSR) in Human Glioma: qHTS; U87-MG GRP78 promoter luciferase reporter, 16 h; Potency, µM, for inactives: top-dose activation, hits mostly activators; hit rate 0.02% among 420,000; note: potency is the fitted concentration of half-maximal effect; series mostly up to about 76 µM; % of control where 0% means no effect; nearly all actives have a fitted effect of over 35% in size
#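 ERSR induction read as luciferase luminescence (Bright-Glo, 10 min at room temperature) in stably transfected human U87-MG glioma cells exposed to compounds for 16 h, using GRP78 as sensor.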
# IDH1 R132H inh = qHTS for Inhibitors of mutant isocitrate dehydrogenase 1 (IDH1): qHTS | Isocitrate dehydrogenase [NADP] cytoplasmic (Homo sapiens), O75874 | IDH1-R132H enzyme, NADPH consumption, diaphorase/resazurin fluorescence | Potency, µM (titrated, usually from 76.6 µM), for the others: at the highest dose activity change, negative = inhibition, actives largely listed as inhibitors | hit rate 0.093% among 390,000; note: potency is the fitted concentration of half-maximal effect; % is set by controls: 0 for no effect and ±100 for the full control effect; nearly all actives have a fitted effect of over 65% in size
# Target sequence (O75874 whole entry R132H, stated change not applied): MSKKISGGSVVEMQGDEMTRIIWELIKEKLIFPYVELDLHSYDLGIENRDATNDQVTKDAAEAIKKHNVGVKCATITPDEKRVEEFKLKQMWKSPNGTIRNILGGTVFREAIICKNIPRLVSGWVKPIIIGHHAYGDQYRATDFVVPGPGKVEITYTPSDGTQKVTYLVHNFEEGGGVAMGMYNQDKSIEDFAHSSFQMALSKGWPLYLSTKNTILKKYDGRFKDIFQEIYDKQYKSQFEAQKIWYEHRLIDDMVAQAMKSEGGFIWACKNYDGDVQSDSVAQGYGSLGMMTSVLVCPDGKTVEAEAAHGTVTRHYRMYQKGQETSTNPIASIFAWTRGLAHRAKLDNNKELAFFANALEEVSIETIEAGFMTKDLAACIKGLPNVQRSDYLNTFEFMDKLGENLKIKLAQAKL
#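 IDH1-R132H (0.5 ug/mL) preincubated 30 min with compound, then NADPH (0.016 mM) and alpha-KG (2 mM) added; 80 min at RT, pH 7.5. Remaining NADPH coupled via diaphorase/resazurin to fluorescence (540/590 nm); concentration-response curves normalized to no-enzyme control.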
# USP1-UAF1 inh = Inhibitors of USP1/UAF1: Primary Screen | Potency, µM (titrated, usually from 57.1 µM), inactives show at the top dose activity change, negative = inhibition, hits mostly inhibitors | Ubiquitin carboxyl-terminal hydrolase 1 (Homo sapiens), O94782 | recombinant USP1/UAF1, Ub-Rhodamine cleavage fluorescence | hit rate 0.23% among 390,000; note: potency is the fitted concentration of half-maximal effect; % is set by controls: 0 for no effect and ±100 for the full control effect; nearly all actives have a fitted effect of over 60% in size; inactives centre near -12
#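 Step one: compound is pinned into 1nM USP1/UAF1 in HEPES pH 7.8 buffer with TCEP. Step two: 15 min room-temperature incubation. Step three: Ub-Rho (150nM final) starts cleavage, tracked by fluorescence over six one-minute reads.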
# Vif-A3G inh = qHTS for Inhibitors of Vif-A3G Interactions: qHTS. DNA dC->dU-editing enzyme APOBEC-3G (Homo sapiens), Q9HC16. HeLa A3G-eYFP + Vif (tagged APOBEC3G with the HIV-1 protein that degrades it), YFP fluorescence, overnight. AID 602310, 2012. hit rate 0.076% among 410,000. Potency, µM (doses to about 46.1 µM), without a hit: at the top dose activity, negative = active, most hits filed as inhibitors;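 note: potency is the fitted concentration of half-maximal effect; % is set by controls: 0 for no effect and ±100 for the full control effect; nearly all actives have a fitted effect of over 60% in size; hits raise eYFP signal because A3G escapes Vif-driven loss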
# Target sequence (Q9HC16 whole entry, looked up): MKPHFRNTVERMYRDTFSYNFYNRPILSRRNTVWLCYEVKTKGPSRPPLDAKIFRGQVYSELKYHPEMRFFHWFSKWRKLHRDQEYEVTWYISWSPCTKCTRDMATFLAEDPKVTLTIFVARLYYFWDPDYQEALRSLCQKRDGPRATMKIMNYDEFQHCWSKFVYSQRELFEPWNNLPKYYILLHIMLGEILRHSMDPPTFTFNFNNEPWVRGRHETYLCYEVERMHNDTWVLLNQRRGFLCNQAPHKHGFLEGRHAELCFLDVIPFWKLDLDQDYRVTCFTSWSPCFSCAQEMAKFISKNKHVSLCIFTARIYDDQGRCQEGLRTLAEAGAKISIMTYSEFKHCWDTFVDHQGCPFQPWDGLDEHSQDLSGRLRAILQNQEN
#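 HeLa cells stably expressing Vif and C-terminally eYFP-tagged A3G, seeded overnight at 37 deg C, then exposed to compound by pintool overnight at 37 deg C. Rise in yellow fluorescence (Ex 488/Em 500-530, Acumen) marks blocked Vif-driven A3G degradation.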
# Vif-A3F inh = qHTS for Inhibitors of Vif-A3F Interactions: qHTS; HeLa A3F-eYFP + Vif (tagged APOBEC3F with the HIV-1 protein that degrades it), YFP fluorescence increase; Potency, µM (top dose mostly 46.1 µM), without a hit: top-dose activity, negative = active; hit rate 0.2% among 390,000; note: potency is the fitted concentration of half-maximal effect; % of control where 0% means no effect; nearly all actives have a fitted effect of over 65% in size
#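 HeLa cells stably expressing Vif plus C-terminally eYFP-tagged A3F were seeded, incubated overnight at 37 deg C, dosed with compound, incubated overnight again at 37 deg C. Yellow fluorescence (Ex 488/Em 500-530) reported blocked Vif-mediated A3F-eYFP degradation.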
# TrxR1 substrate = qHTS Assay for Substrates of Mammalian Selenoprotein Thioredoxin Reductase 1 (TrxR1): qHTS; Thioredoxin reductase 1, cytoplasmic (Rattus norvegicus), O89049; purified TrxR1 substrate turnover, NADPH consumption readout; Potency, µM (titrated, usually from 114 µM), without a hit: at the top dose activity change, negative = substrate turnover; hit rate 0.01% among 390,000; AID 588456, 2011; note: potency is the fitted concentration of half-maximal effect; % is set by controls: 0 for no effect and ±100 for the full control effect; nearly all actives have a fitted effect of over 50% in size
#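 Rat TrxR1, dispensed at 90 nM, was prereduced with 400 uM NADPH (final) for 5 min at ~22 deg C, then incubated with compound 15 min before 400 uM selenite. A first-read NADPH fluorescence drop versus no-compound background flagged substrates.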
# Starred values were filed as active, the others as inactive; ? = inconclusive; . = not tested or not shown; & = joins results of further samples; [ ] = remark or other dose. Unless noted, calls come from the whole dose curve; as a rule, active = well fitted curve in the direction sought with a large enough effect; inconclusive = small, poorly fitted or top-dose-only effect, or another doubt; inactive = no such curve, though single readings can be large; an effect the other way counts as inactive or inconclusive.
# Values run as follows: rTrxR1 inhibitor	RGS4 inhibitor	LDHA block	GRP78 ERSR act	IDH1 R132H inh	USP1-UAF1 inh	Vif-A3G inh	Vif-A3F inh	TrxR1 substrate
COc1cc(/C=C(\C#N)C(=O)Nc2cc(C(F)(F)F)ccc2Cl)ccc1OCC(=O)Nc1cccc(C(F)(F)F)c1
→ -4%	0%	-1	-2%	5%	0%	-4%	-11%	4%
O=C(CCN1CCCO1)N1CCCC(Nc2cccc(F)c2)C1 (stereo not drawn)
→ .	.	0	-3%	4%	?	2%	2%	.
CCOc1ccc(NC2=C(OC)C(=O)c3ccccc3C2=O)cc1
→ 7%[57.1 µM]	-28%	18	-2%	4%	?	-14%	-8%	6%[57.1 µM]
O=C(Nc1cc(S(=O)(=O)N2CCOCC2)ccc1Cl)C1CCC1
→ -5%	5%	-5	-2%	1%	-21%	0%	6%	-4%
O=S1(=O)NC[C@]23C[C@H](c4ccc(F)cc4)[C@@H](C[C@@H]21)O3
→ 23%[57.1 µM]	16%	-3	0%	0%	-15%	-1%	0%	9%[57.1 µM]
O=C(CNC(=O)c1nc[nH]c1C(=O)NCC(=O)OCc1ccccc1)OCc1ccccc1
→ 31%	1%	-8	-5%	-14%	-20%	-2%	-4%	4%
COc1ccc(C2Nc3ccccc3C(=O)N2c2ccccc2)cc1Cn1cc([N+](=O)[O-])cn1 (stereo not drawn)
→ 19%	-3%	-3	-2%	-14%	-16%	-14%	-4%	3%
Cc1ccc2c(CNCC(C)c3ccccc3)c(C(=O)O)n(Cc3ccccc3C)c2c1 (stereo not drawn)
→ 13%	-3%	-3	-3%	-6%	?	2%	-2%	1%
COc1ccc(-c2nn(Cc3ccccc3)cc2C(=O)N2CCN(c3ncccn3)CC2)cc1
→ 12%	-11%	0	-2%	6%	-14%	-3%	5%	3%
CN1CCN(CC(C)(C)NS(=O)(=O)c2ccccc2)CC1
→ 22%[11.4 µM]	-2%	-5&1	-4%	-1%	-2%	0%	5%	8%[11.4 µM]
CCOc1ccc(N2C(=O)C(Cl)=C(N3CCOCC3)C2=O)cc1
→ 7%[57.1 µM]	-43%	-3	0%	8%	-18%	0%	-4%	5%[57.1 µM]
COc1cccc(/C=N/NC(=O)c2c(C)nc3ccc(Cl)cn23)c1O
→ -15%	-7%	1	0%	0%	-18%	-4%	-3%	-14%
CCCCCCCCCCCCN1C(=O)CSC1c1cccnc1 (stereo not drawn)
→ 3%[57.1 µM]	-7%	-1	-4%	2%	-10%	2%	8%	6%[57.1 µM]
COc1ccc(/C=N/OC(=O)Nc2ccccc2OC)cc1
→ -4%[57.1 µM]	-26%	2	2%	10%	-12%	?	1%	-21%[57.1 µM]
Cc1nc(NCCO)c(C#N)c2c1COC(C)(C)C2
→ 35%[57.1 µM]	-6%	-8	0%	2%	-8%	0%	-7%	26%[57.1 µM]
COc1ccccc1C(=O)NC(=O)CSc1nnnn1C
→ 2%	-4%	-3	-1%	-3%	-5%	2%	-1%	-4%
COc1ccc(S(=O)(=O)N2CCCC2CNC(=O)C(=O)NC2CCCCCC2)cc1 (stereo not drawn)
→ 4%[57.1 µM]	-1%	-2	-3%	-8%	-24%	0%	11%	3%[57.1 µM]
CCNc1ccc(C(=O)OCC(=O)N2c3ccccc3NC(=O)C2(C)C)cc1[N+](=O)[O-]
→ -4%	12%	-3	-1%	-2%	-20%	-4%	-26%	-13%
CCN(CC)C(=O)c1c(NC(=O)c2cccc(C)c2)sc2c1CCC(C)C2 (stereo not drawn)
→ 21%	-20%	-9	4%	-10%	-18%	2%	-5%	3%
COc1cc2c(cc1NC(=O)COc1ccc(Br)cc1)oc1ccccc12
→ 4%	-17%	-2	-1%	-5%	-17%	0%	-2%	7%
N#Cc1ccc2c(c1)nc1ccccn12
→ 19%[57.1 µM]	15%	-8	-3%	19%	-6%	5%	5%	123%[activator][57.1 µM]
COc1cc(OC)cc(C(=O)Nc2cccc3nc(C)ccc23)c1
→ 23%	-2%	-1	-1%	-7%	-17%	1%	0%	-1%
Cc1ccc(NC(=O)CN(C)S(=O)(=O)c2cccc3nsnc23)c(C)c1
→ 8%	15%	-4	-5%	0%	3%	2%	3%	-5%
N#Cc1nc(COc2ccccc2F)oc1NCCc1ccccc1
→ -11%	1%	0&0	-1%	1%	-19%	2%	-5%	-8%
Cc1cc(C)cc(N2CCn3c2nc2c3c(=O)n(CCCc3ccccc3)c(=O)n2C)c1
→ 23%	4%	-2	-3%	-12%	-3%	5%	7%	3%
CCOc1ccc(N2Cc3ccccc3C2)cc1
→ ?	-43%	13	0%	7%	-5%	-1%	-26%	-9%
Cc1sc2ncn(CC(=O)NCC(=O)N(C)C3CCCCC3)c(=O)c2c1C
→ 11%	8%	-5	-2%	-3%	-2%	1%	-1%	4%
O=C(NCc1csc(-c2cccs2)n1)C1CC1
→ -2%[57.1 µM]	-3%	-9	-7%	-6%	3%	4%	-25%	8%[57.1 µM]
Cc1c(C(=O)NNC(=S)Nc2ccc(S(N)(=O)=O)cc2)oc2ccccc12
→ -20%	-19%	-2	-2%	0%	-30%	-10%	5%	-10%
c1ccc(-c2nnc(N3CCN(c4ccccc4)CC3)nc2-c2ccccc2)cc1
→ 22%[57.1 µM]	-1%	-12	-9%	1%	-21%	0%	-10%	6%[57.1 µM]
COc1ccc(N2CCN(C(=O)c3cn(C)c4ccc(S(=O)(=O)N(C)C5CCCCC5)cc4c3=O)CC2)cc1
→ 4%	21%	-6	-2%	17%	?	2%	3%	-4%
COCc1nn2c(N)c(C#N)cnc2c1-c1ccccc1
→ -5%	-5%	-1	1%	10%	-15%	-4%	0%	-9%[57.1 µM]
CC1CC(CCC(=O)NC(=S)Nc2ccc(Cl)cn2)C(=O)O1 (stereo not drawn)
→ -4%	13%	-3	0%	5%	-15%	-2%	-9%	-9%
CCOC(=O)COc1ccc(F)cc1C(=O)c1ccn2nc(-c3ccc(C)cc3)cc2n1
→ 13%	-4%	0	-3%	14%	-22%	-3%	-1%	6%[11.4 µM]
O=C(C1=C[C@@H](c2ccccc2)C[C@@H](OCc2ccc(CO)cc2)O1)N1CCCCCCC1
→ ?	-17%	-1	-2%	-1%[38.3 µM]	-18%	-1%	4%	-14%
COC(=O)c1ccc(CNC(=O)COC(=O)c2cc(Cl)ccc2O)cc1
→ 13%	16%	-2	-4%	-7%	-18%	10%	3%	31%[activator]
Cc1c(CC(=O)N2CCN(C(=O)C3COc4ccccc4O3)CC2)c(=O)oc2cc(O)ccc12 (stereo not drawn)
→ 89µM*	-5%[56.9 µM]	-1&-1	-5%	-5%	-25%	-2%	2%	871%[activator]
COCCNC(=O)c1c(CSc2ccccc2)noc1C(=O)NCc1ccccc1
→ -3%[57.1 µM]	5%	-6	-3%	2%	-11%	1%	2%	-3%[57.1 µM]
CCN(CC)S(=O)(=O)c1cccc(C(=O)Nc2ccccc2)c1
→ 12%[57.1 µM]	10%	-3	4%	0%	-11%	-1%	1%	4%[57.1 µM]

# Shown with each value named: entries from further up
mol: CCOC(=O)COc1ccc(F)cc1C(=O)c1ccn2nc(-c3ccc(C)cc3)cc2n1
  rTrxR1 inhibitor: 13%
  RGS4 inhibitor: -4%
  LDHA block: 0
  GRP78 ERSR act: -3%
  IDH1 R132H inh: 14%
  USP1-UAF1 inh: -22%
  Vif-A3G inh: -3%
  Vif-A3F inh: -1%
  TrxR1 substrate: 6%[11.4 µM]

mol: Cc1ccc(NC(=O)CN(C)S(=O)(=O)c2cccc3nsnc23)c(C)c1
  rTrxR1 inhibitor: 8%
  RGS4 inhibitor: 15%
  LDHA block: -4
  GRP78 ERSR act: -5%
  IDH1 R132H inh: 0%
  USP1-UAF1 inh: 3%
  Vif-A3G inh: 2%
  Vif-A3F inh: 3%
  TrxR1 substrate: -5%

# Shown as a hit in rTrxR1 inhibitor, of those listed so far:
Compound	rTrxR1 inhibitor	RGS4 inhibitor	LDHA block	GRP78 ERSR act	USP1-UAF1 inh	TrxR1 substrate
Cc1c(CC(=O)N2CCN(C(=O)C3COc4ccccc4O3)CC2)c(=O)oc2cc(O)ccc12 (stereo not drawn)	89µM*	-5%[56.9 µM]	-1&-1	-5%	-25%	871%[activator]

# Not all compounds are listed; count on the stated rates, not on these rows.
